RmlCD inh 1536: blocks M. tuberculosis RmlC and RmlD coupled enzymes | inhibition, % at 3.6 µM | RmlC+RmlD coupled enzyme assay, percent inhibition; primary screen in compound mixtures | actives 0.03% (n = 160,000) | P9WH09+P9WH11; in the data active means inhibition mostly above about 34%, no sharp cut-off; further: some results filed as inactive read as strong as hits
Target sequence (P9WH09 whole entry, looked up): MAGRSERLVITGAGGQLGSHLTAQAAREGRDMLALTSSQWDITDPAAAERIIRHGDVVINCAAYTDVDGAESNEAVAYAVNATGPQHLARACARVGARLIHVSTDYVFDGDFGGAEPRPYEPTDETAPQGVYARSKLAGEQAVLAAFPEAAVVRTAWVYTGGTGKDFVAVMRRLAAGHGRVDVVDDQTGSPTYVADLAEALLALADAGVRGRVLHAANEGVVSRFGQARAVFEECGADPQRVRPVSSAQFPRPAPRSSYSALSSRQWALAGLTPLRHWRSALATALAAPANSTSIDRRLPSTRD
Target sequence (P9WH11 whole entry, looked up): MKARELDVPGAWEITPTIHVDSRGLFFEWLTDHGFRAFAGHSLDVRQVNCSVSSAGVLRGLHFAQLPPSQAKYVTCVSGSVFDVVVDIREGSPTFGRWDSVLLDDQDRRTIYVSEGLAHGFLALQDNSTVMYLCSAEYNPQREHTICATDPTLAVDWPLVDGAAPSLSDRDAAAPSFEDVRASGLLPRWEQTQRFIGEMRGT
M. tuberculosis GlmU: inhibition of mycobacterial GlmU enzyme – biochemical, glucosamine-1-phosphate acetyltransferase (AID 1376) | M. tuberculosis GlmU acetyltransferase enzyme assay; higher % means a stronger effect | actives 0.25% (n = 220,000) | inhibition, %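 (tested at 30 µM in the primary screen)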, or IC50 in µM where a hit was titrated; in the data active means inhibition above about 13%;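 further: 0% = complete reaction with vehicle and 100% = reaction without substrate; strong numbers were not always called active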
Active calls of the source: *; x = not tested or not shown.

SMILES	RmlCD inh 1536	M. tuberculosis GlmU
CCn1c(=O)c2cc(C(=O)NCCN3CCOCC3)sc2c2ccccc21	6	x
CC1CCCCN1S(=O)(=O)c1ccc(NC(=O)c2cccs2)cc1 (centres undefined)	-3	3.0%
NC(N)=N/N=C/c1ccc(OCc2ccc(Cl)cc2)cc1	15	-13%
O=C(N/N=C/c1c(O)n(Cc2ccccc2)c(=O)c2ccccc12)c1cccnc1	11	1.2%
N#C/C(=C\c1ccco1)c1nc2ccccc2s1	x	7.3%
COc1cccc(C(=O)NC(=S)Nn2cnnc2)c1OC	7	3.4%
COc1ccccc1NS(=O)(=O)c1ccc2oc(SCc3ccc(C#N)cc3)nc2c1	x	3.1%
CCOc1ncccc1C(=O)Nc1nc(C(C)(C)C)cs1	-4	-0.2%
Cc1nnc(SCC(=O)NC2CCS(=O)(=O)C2)n1-c1ccccc1 (centres undefined)	-8	-3.5%
Cc1nccn1CCCN1C(=O)CNC1=S	x	-3.8%
O=C(COC(=O)c1ccc2c(c1)OCO2)Nc1nc(-c2ccccc2)cs1	x	-3.8%
O=S(=O)(Nc1cc(S(=O)(=O)N2CCOCC2)ccc1N1CCCC1)c1cccs1	1	-2.1%
C/C(=N\Nc1cccc(Cl)c1)c1ccc(-n2ccnc2)cc1	x	-0.6%
COC(Cc1n[nH]c(=S)n1-c1ccc(Cl)cc1)OC	-9	0.0%
CCCn1c(CNC(=O)c2ccccc2)nc2ccccc21	-6	-0.4%
CCCCCC#CCC#CCC#CCC#CCCCC(=O)O	x	10%
CCOc1ccc(C(=O)CCN2CCCCC2)cc1	0	3.7%
Cc1nn(CCCC(=O)Nc2c(F)cc(F)cc2Br)c(C)c1[N+](=O)[O-]	-5	-1.5%
CCSc1ccc(-c2ccco2)nn1	2	3.3%
CCc1c(C#N)c(SCc2c(C)noc2C)nc2c1C(=O)CC(C)(C)C2	x	-0.7%
Cc1ccc(S(=O)(=O)NC2=NCCC2)cc1	x	6.6%
Cc1ccc(-c2nnn(CC(=O)N(CC(=O)NC3CCCCC3)c3cnc4ccccc4c3)n2)o1	x	4.1%
O=C(c1ccco1)c1cn(CC(=O)N2CCCCCC2)c2ccccc12	13	1.2%
O=C(O)C1CC(O)CN1S(=O)(=O)c1cccs1 (centres undefined)	-2	x
O=c1[nH]c(=O)n(Cc2ccccc2)c(O)c1/C=N/NCCO	1	2.9%
N#C/C(=C/c1ccco1)C(N)=S	1	0.4%
CN1CCn2c1nc(N1CCOCC1)nc2=O	5	-2.7%
O=C(COc1ccccc1[N+](=O)[O-])N/N=C/c1ccc[nH]1	8	-1.7%
CC1CCCCC12NC(=O)N(CC(=O)NCc1ccc3c(c1)OCO3)C2=O (centres undefined)	-3	-6.0%
CC(C)Sc1nc2c(c(=O)n(C)c(=O)n2C)n1C	x	2.1%

Exported with each value named: part of the list above
molecule: N#C/C(=C/c1ccco1)C(N)=S
  RmlCD inh 1536: 1	M. tuberculosis GlmU: 0.4%
molecule: Cc1ccc(S(=O)(=O)NC2=NCCC2)cc1
  RmlCD inh 1536: x	M. tuberculosis GlmU: 6.6%
molecule: CN1CCn2c1nc(N1CCOCC1)nc2=O
  RmlCD inh 1536: 5	M. tuberculosis GlmU: -2.7%
molecule: Cc1ccc(-c2nnn(CC(=O)N(CC(=O)NC3CCCCC3)c3cnc4ccccc4c3)n2)o1
  RmlCD inh 1536: x	M. tuberculosis GlmU: 4.1%

2 of these compounds in a different format.
Order of results: RmlCD inh 1536 | M. tuberculosis GlmU
O=S(=O)(Nc1cc(S(=O)(=O)N2CCOCC2)ccc1N1CCCC1)c1cccs1
→ 1 | -2.1%
C/C(=N\Nc1cccc(Cl)c1)c1ccc(-n2ccnc2)cc1
→ x | -0.6%

More compounds
SMILES	RmlCD inh 1536	M. tuberculosis GlmU
CC(C)C(c1nnnn1Cc1ccco1)N1CCN(c2nc3ccccc3s2)CC1 (centres undefined)	-2	2.4%
CC(C)NC(=O)NC(=O)CSc1ncccn1	-12	1.3%
COc1cc(OC)cc(C(=O)NCC(=O)OCC(=O)Nc2ncc(Cl)cc2Cl)c1	-9	-4.9%
COc1ccc(C(C[N+](=O)[O-])C2(c3ccc(OC)c(OC)c3)C(=O)c3ccccc3C2=O)cc1 (centres undefined)	10	2.4%
CC(C)c1ccc(Nc2nnc(SCC(=O)c3nnc(-c4ccccc4)o3)s2)cc1	x	8.2%
O=C(/C=C/c1cccc([N+](=O)[O-])c1)OC1CCCCC1=O (centres undefined)	-12	6.4%
O=C(c1cc(C2CC2)nc2ccc(Br)cc12)N1N=C(C(F)F)CC1(O)C(F)F (centres undefined)	x	-7.0%
COc1ccc(-c2cc(C(F)(F)F)c(C#N)c(SCC(=O)Nc3ccccc3C#N)n2)cc1	x	-3.1%
CNC(=S)/N=C/NOCc1c(Cl)cccc1Cl	4	6.7%
CCn1cc(C(=O)N2CCc3ccccc32)c(=O)c2cc(S(=O)(=O)N3CCCC3)ccc21	-1	5.0%
Cc1ccc(S(=O)(=O)N(CC(=O)N2CCC(C)CC2)Cc2ccccc2F)cc1	10	2.4%
COC(=O)c1cc(C#N)c(Oc2ccccc2OC)nc1C	42	-5.0%
COc1ccc(NC(=O)C(F)(F)F)cc1OC	x	1.1%
CCOC(=O)Cn1c(=N)n(CCOc2ccc(F)cc2)c2ccccc21	10	0.8%
Cc1ccc(OCC(=O)NN=C2c3ccccc3-c3ccccc32)cc1	2	0.7%

In the list so far, these have a CF3 group.
SMILES	RmlCD inh 1536	M. tuberculosis GlmU
COc1ccc(-c2cc(C(F)(F)F)c(C#N)c(SCC(=O)Nc3ccccc3C#N)n2)cc1	x	-3.1%
COc1ccc(NC(=O)C(F)(F)F)cc1OC	x	1.1%

(more compounds)
SMILES	RmlCD inh 1536	M. tuberculosis GlmU
CCC/C(C)=C/c1ccc(CC)cn1	-9	-1.4%
Nc1ccc(N2CCCCCC2)cc1	x	-8.5%
COCCCN(C(=S)Nc1cc(C)cc(C)c1)C(C)c1ccncc1 (centres undefined)	-52	0.2%
COc1cc(C)c(NC(=O)C(=S)NCc2ccccc2)cc1C	-2	1.7%
CCOC(=O)c1ccccc1NC(=O)CSc1nc2ccccc2o1	-2	3.0%
CCOC(=O)c1ccccc1NC(=O)Cn1cnc2c(cnn2-c2ccc(F)cc2)c1=O	x	-0.9%
O=C(Nc1cc(Sc2nc3ccccc3s2)cc([N+](=O)[O-])c1)c1ccccc1	x	-1.3%
NS(=O)(=O)c1ccc(N=Nc2c[nH]c(=O)c(O)c2)cc1	-5	12%
NC(=O)N/N=C/c1ccccc1OC(=O)c1ccccc1Br	-11	0.4%
Cc1ccc(NC(=O)CSc2nc3ccccc3c(=O)n2CCCC(=O)NCCCN2CCOCC2)cc1C	3	-4.3%
CN1CCNC(=O)C1CC(=O)NCCC1=CCCCC1 (centres undefined)	9	-3.5%
NS(=O)(=O)c1ccc(NC(=S)NCc2ccc(Cl)cc2)cc1	9	2.1%
CCOCC(=O)Nc1nnc(C)s1	18	-1.5%
COc1cc(C2C(C#N)=C(N)Oc3cc(O)ccc32)cc2c1OCO2 (centres undefined)	x	-0.5%
COc1ccc2nc(COC(=O)c3cccc([N+](=O)[O-])c3)c(C(C)=O)[n+]([O-])c2c1	-15	2.2%
CC(C)CCn1nnnc1CN1CCN(c2ccccc2)CC1	-4	-1.9%
Cc1ccc(NC(=S)N2CCCC(c3ccccc3)=N2)cc1	x	0.2%
CCCCN(C)Cc1c(C)[nH]c2ccccc2c1=O	x	0.6%
CCC(C)(C)NC(=O)C(c1ccccc1)N(Cc1cccnc1)C(=O)c1csnn1 (centres undefined)	-10	0.5%
CN1CCN(CCC(=O)N/N=C/c2cc([N+](=O)[O-])ccc2O)CC1	7	5.2%
COc1cc(CCN2C(=O)c3cccc4cccc(c34)C2=O)c(S(=O)(=O)NCCO)cc1OC	24	-5.6%
COc1ccc(OC)c(-c2cc(C(=O)Nc3c(C)nn(Cc4ccccc4Cl)c3C)no2)c1	x	3.1%
CC1CCc2cc(F)ccc2N1C(=O)C12CCC(C)(C(=O)O1)C2(C)C (centres undefined)	-7	-2.3%
O=C(N/N=C/c1ccccc1C(F)(F)F)c1ccc(O)cc1	-4	0.2%
CCN1C(=O)/C(=C/c2cccs2)S/C1=N\S(=O)(=O)c1ccc(C)cc1	15	0.4%
Cn1c(=O)c2c(SC3CCCC3)nc(C3CC3)nc2n(C)c1=O	5	2.0%
COc1cc(OC)cc(C(=O)N[C@H](C(=O)OCC(=O)Nc2ccc(C(N)=O)cc2)C(C)C)c1	10	-4.6%
COc1ccc(NC(=O)Nc2ccc(C)cc2OC(F)F)cc1OC	0	-1.8%
Cc1cc(C(=O)OCC(=O)NCc2ccccc2)c(C)o1	x	-3.2%
CCOC(=O)CC1=C(C(=O)OCC)C(c2ccc(OC)c(OC)c2)C(C#N)=C(N)O1 (centres undefined)	x	1.7%
CCC(C(=O)OCC(=O)Nc1ccc(SC(F)F)cc1)c1ccccc1 (centres undefined)	24	-4.1%
Nc1cc(C(=O)c2cccs2)ccc1Cl	x	4.5%
COc1ccc(-c2cc(CNC(=O)CN(C)Cc3ccccc3)on2)cc1	48	x
COC(=O)CN(C#N)c1nc(NC(C)C)nc(OC)n1	x	-4.6%
N#Cc1nc(-c2cccs2)oc1NCCN1CCOCC1	2	x
CCOc1ccc(CCNC(=O)CN2CCN(Cc3ccc(F)cc3)C2=O)cc1OCC	x	6.7%
CC(C)(C)NC(=O)NCC1CCCC1NC(=O)NC(C)(C)C (centres undefined)	x	-3.9%
O=C1c2cccc3cccc(c23)C(=O)N1/N=C/c1ccc(O)cc1O	x	1.5%
COc1ccccc1NC(=O)Cn1cnc2sc(C)c(S(=O)(=O)N3CCCCC3)c2c1=O	x	2.0%
O=C(O)CCSc1ccccn1	10	0.6%
O=C(CCCn1nnc2ccccc2c1=O)N[C@@H](Cc1ccccc1)C(=O)O	-3	1.1%
COc1ccc(CC2(CO)CCN(S(=O)(=O)c3c(C)nn(C)c3Cl)CC2)cc1	15	-3.0%
O=C(Nc1ccccc1Cl)c1cc(S(=O)(=O)N2CCOCC2)cs1	6	-4.0%
Cc1c(NC(=O)c2cc(-c3cccs3)nc3ccccc23)c(=O)n(-c2ccccc2)n1C	x	-1.1%
Cc1oc(-c2ccccc2Cl)nc1CN1CCCCC1CO (centres undefined)	4	6.5%
Cc1c(NC(=O)CSc2nnc(C(C)Oc3ccc(Cl)cc3)n2-c2ccccc2)c(=O)n(-c2ccccc2)n1C (centres undefined)	0	5.6%
NC(=O)c1cnn2c(C(F)(F)F)cc(-c3ccc(F)cc3)nc12	-10	0.6%
CCn1c(COc2ccc(C)cc2)nnc1SCc1ccc(C#N)cc1	-3	0.8%
O=C(Oc1ccccc1C(=O)Nc1ccccc1)c1ccc(Br)c([N+](=O)[O-])c1	7	-1.4%
CCOC(=O)C1Nc2c(F)cc(C)cc2C2c3ccccc3CC12 (centres undefined)	x	-0.3%
CC1(C)Nc2ccccc2C(=O)N1NC(=O)c1ccccc1	2	-1.0%
COc1ccc(OC)c(-c2cnc(OC(C)(C)C)nc2OC(C)(C)C)c1	x	-4.5%
COc1ccccc1Nc1ncnc2ccc(C)cc12	7	1.7%
Cc1cc(NCc2ccco2)n2c(nc3ccccc32)c1C#N	-5	-0.3%
O=c1c2ccccc2nc(/C=C/c2c[nH]c3ccccc23)n1CCO	12	3.6%
COc1ccc(-c2csc(NC(=O)CN3C(=O)CCC3=O)n2)cc1OC	5	-0.8%
O=C(Cc1ccc(Br)cc1)N1CCN(c2ccccn2)CC1	x	-1.0%
COC(=O)C1CSC(C)(C)C(=O)N1 (centres undefined)	x	-2.2%
C=CCOc1c2ccc(C(=O)NCc3ccc(OC)cc3)cc2nn1C	8	7.0%
O=C(Nc1cccnc1)c1ccc(NS(=O)(=O)c2cccc([N+](=O)[O-])c2)cc1	5	-3.0%

New compounds follow
SMILES	RmlCD inh 1536	M. tuberculosis GlmU
CN1C(=O)C(C2c3ccccc3C(=O)N2Cc2ccc([N+](=O)[O-])cc2)C(=O)N(C)C1=O (centres undefined)	-5	-4.0%
CCOC(=O)c1ccc(S(=O)(=O)N2CCN(CC(=O)NC(=O)NC(C)(C)C)CC2)cc1	x	-2.4%
CN(C)CCOC(=O)C1(c2ccccc2)CCCC1	x	0.1%
Cc1cc(C)cc(N2C(=O)NC(=O)/C(=C\c3cccn3-c3ccc(Cl)cc3)C2=O)c1	-2	-5.7%
NNC(=O)C(=O)/C=C1\NC2(CCCC2)Cc2ccccc21	x	-1.5%
CCc1nnc(NC(=O)/C=C/c2cccs2)s1	x	-1.8%
Cc1ccc(CSC2=NCCN2C(=O)c2ccc([N+](=O)[O-])cc2)cc1	x	6.8%
O=C(CSc1nnc(-c2ccc(O)cc2)o1)Nc1ccc2c(c1)OCCO2	x	0.5%
CC(C)CNC(=O)c1cccc(NC(=O)C(C)Oc2ccccc2)c1 (centres undefined)	-7	-2.8%
Cc1ccc(-n2c(-c3ccco3)nc3c(cnn3-c3ccccc3C)c2=O)cc1	x	7.1%
CCOc1ccc2nc(NC(=O)CSc3nnc(-c4ccncc4)n3CC3CCCO3)sc2c1 (centres undefined)	x	6.5%
C=CCN(CC=C)C(=O)c1ccncc1	18	3.8%
Cc1[nH]c2ccccc2c1C(=O)CN1CC=C(c2ccccc2)CC1	-1	-6.3%
CCc1nc(N2CCOCC2)c(C#N)c2c1COC(C)(C)C2	-3	-3.5%
Cc1ccnc(N2C(=O)c3ccccc3C2Nc2cccc(C)c2C)c1 (centres undefined)	3	1.1%
Cn1c(=O)cc(N2CCc3ccccc32)[nH]c1=O	x	-6.0%
Cc1ccc(CSc2nc3ccncc3n2CC(=O)Nc2cc(C)cc(C)c2)cc1	x	3.0%
c1ccc2c(c1)nc(Nc1ccc(N3CCCCC3)cc1)c1nncn12	x	-1.2%

Screening data deposited in PubChem by several laboratories.

The list is partial. The share of hits here may be higher or lower than overall.
